# HTR2A ag: mouse Htr2a agonists via beta-arrestin recruitment, primary screen, cell-based, luminescence. 5-hydroxytryptamine receptor 2A (Mus musculus), P35363. CHO-K1 mHTR2A beta-arrestin complementation; percent of 30 µM serotonin response. activation, % at 7.6 µM. 0.66% of 360,000 active. AID 624169, 2012;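 active = activation above a run cutoff, the mean activation of all tested compounds plus 3 SD, cut at about 14% in these data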;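 note: 0% = plate median of compound wells and 100% = 30 µM serotonin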
# Target sequence (P35363 whole entry, looked up): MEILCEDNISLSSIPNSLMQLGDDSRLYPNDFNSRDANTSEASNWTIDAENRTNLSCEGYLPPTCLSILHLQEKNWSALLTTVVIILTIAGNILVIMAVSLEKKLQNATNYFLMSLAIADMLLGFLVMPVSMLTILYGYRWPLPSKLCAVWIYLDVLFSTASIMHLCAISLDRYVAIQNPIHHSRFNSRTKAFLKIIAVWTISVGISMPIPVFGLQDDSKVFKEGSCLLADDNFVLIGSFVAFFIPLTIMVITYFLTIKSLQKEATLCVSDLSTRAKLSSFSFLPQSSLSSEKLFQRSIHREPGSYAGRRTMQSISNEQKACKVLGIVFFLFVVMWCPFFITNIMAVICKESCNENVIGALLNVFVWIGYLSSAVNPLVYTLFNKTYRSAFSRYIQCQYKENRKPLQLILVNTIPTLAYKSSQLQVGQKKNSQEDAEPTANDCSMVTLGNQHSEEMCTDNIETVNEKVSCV
# Granule exo inh: LAMP-1 surface exposure blockers, TALL-104 cells – cell-based, flow cytometry, MLPCN library, primary screen; TALL-104 LAMP-1 surface exposure; cells stimulated with thapsigargin and PMA; inhibition, % at 10 µM; 0.66% of 360,000 active; AID 651702, 2012;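 active = inhibition above about 55%, limit read from the data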
# H9c2 protect: cardioprotection against H2O2-induced cell death, primary screen, uHTS, H9c2 cells, ATPLite luminescence. protection from H2O2 cell death, % at 20 µM. 0.63% of 360,000 active. H9c2 cardiomyocytes, H2O2 injury protection, 2 h. AID 588492, 2011;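 active = compounds giving at least 50% protection of heart cells from peroxide-induced death in the single-dose screen, raw or plate-pattern-corrected value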;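 note: 0% = DMSO wells with peroxide and 100% = DMSO wells without peroxide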
# MC4R antagonist: MC4R antagonists of cAMP signaling, primary screen, cell-based, TR-FRET, antagonist arm of biased-ligand search; MC4R-expressing cells, MTII-stimulated cAMP, LANCE TR-FRET; AID 540295, 2011; inhibition, % at 6.5 µM; Melanocortin receptor 4 (Homo sapiens), P32245; 0.48% of 360,000 active;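 active = inhibition above its plate's cutoff, the mean of tested wells on that plate plus 3 SD, cut at about 29% in these data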;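 note: 0% = Melanotan II alone and 100% = Melanotan II plus saturating MCL0020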
#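 material = U2OS cells stably expressing human melanocortin 4 receptor (MC4R) | also added = Melanotan II challenge | dosing = single nominal compound dose of 6.5 µM | detection = TR-FRET with Eu-cAMP and labeled anti-cAMP, 671 nm | replication = singlicate | timing = compound 30 min, challenge 1 h, detection 1 h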
# Glyco luc inh: increase of ERlucT glycosylation luciferase signal, primary screen, N-linked glycosylation inhibitor project, D54 ERlucT cells, luminescence, set 2; reporter increase, % at 12.5 µM; D54 ERlucT glycosylation luciferase reporter, 24 h; percent of 100 nM tunicamycin response; 0.23% of 360,000 active; AID 588692, 2011;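 active = mean luciferase reporter signal, scaled so untreated is 0 and the glycosylation-blocking control 100, at or above a set limit in every replicate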;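 note: luciferase carries N-glycosylation sites so blocking glycosylation raises the light; 0% = median of neutral control wells and 100% = median of 100 nM tunicamycin wells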
# CaV13 FRET inh: Primary screen for inhibitors of IQ motif and Ca2+-dependent inactivation inhibitor domain binding in CACNA1D, Förster resonance energy transfer in living cells, …. AID 743397. 0.098% of 340,000 active. HEK cells, CFP/YFP FRET ICDI-IQ, plate reader, 10 min; percent FRET-ratio fall versus neutral wells. inhibition, % at 12.3 µM;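 active = mean replicate inhibition of at least 30% and at least 1% of replicates passing that level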;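 note: 0% = median of the neutral control wells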
# PDI inh: inhibitors of human PDI, primary screen, biochemical, turbidity, single point, plate reader; Protein disulfide-isomerase (Homo sapiens), P07237; PDI insulin aggregation turbidity, A650, 90 min; inhibition, % at 10 µM; 0.052% of 350,000 active; AID 588391, 2011;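 active = mean inhibition across replicates of 30% or more, whatever share of single replicates reach that level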;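 note: absorbance from insulin aggregation driven by PDI reduction with DTT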
# Target sequence (P07237 whole entry, looked up): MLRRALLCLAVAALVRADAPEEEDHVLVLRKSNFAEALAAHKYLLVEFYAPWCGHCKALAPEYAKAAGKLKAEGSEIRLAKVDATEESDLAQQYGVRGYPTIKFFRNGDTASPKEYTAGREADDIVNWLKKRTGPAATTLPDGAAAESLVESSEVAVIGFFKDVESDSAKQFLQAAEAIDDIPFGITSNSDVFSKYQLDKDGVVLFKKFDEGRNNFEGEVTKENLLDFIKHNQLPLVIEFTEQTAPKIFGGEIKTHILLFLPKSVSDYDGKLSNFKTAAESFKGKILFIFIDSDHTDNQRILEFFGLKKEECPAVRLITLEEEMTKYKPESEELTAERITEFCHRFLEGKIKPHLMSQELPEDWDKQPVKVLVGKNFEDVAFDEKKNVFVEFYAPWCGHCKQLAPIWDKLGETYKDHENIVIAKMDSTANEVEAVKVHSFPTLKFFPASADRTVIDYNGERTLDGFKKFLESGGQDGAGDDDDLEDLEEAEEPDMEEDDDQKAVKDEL
# ABHD5-PLIN5 inh: ABHD5-PLIN5 interaction inhibitors, primary screen, cell lysate, split luciferase complementation, luminescence. Perilipin-5 (Homo sapiens) + 1-acylglycerol-3-phosphate O-acyltransferase ABHD5 (Homo …. Split G. princeps luciferase complementation, 4 h. inhibition, % at 4 µM. 0.78% of 360,000 active;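 active = inhibition above the mean inhibition across every tested compound plus 3 SD, cut at about 22% in these data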;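 note: 0% = DMSO only wells and the 100% control is not disclosed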
# ABCB6 inh 2: ABCB6 transporter inhibitors, primary screen, K562-ABCB6 cells, flow cytometry, MLPCN library. ATP-binding cassette sub-family B member 6 (Homo sapiens), Q9NP58. K562-ABCB6 porphyrin accumulation, 1 h; active compounds read low. fluorescence ratio to DMSO, % at 10 µM. 0.19% of 360,000 active;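 active = fluorescence ratio to DMSO below 75%, the collection mean minus 3 SD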;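 note: signal is porphyrin accumulated inside mitochondria; 100% equals median channel fluorescence of DMSO control wells; lower ratio means ABCB6 inhibition with less porphyrin fluorescence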
# MC4R barr agon: MC4R agonists recruiting beta-arrestin, primary screen, cell-based, luminescence, agonist arm of biased-ligand search; activation, % at 8.9 µM; U2OS MC4R beta-arrestin complementation; percent of melanotan II response, DMSO zero; Melanocortin receptor 4 (Homo sapiens), P32245; AID 540308, 2011; 0.98% of 360,000 active;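 active = activation above a per-plate cutoff, the mean activation of sample wells on that plate plus 3 SD, cut at about 8% in these data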
# * hit, by the source's call; x = no result given.
SMILES,HTR2A ag,Granule exo inh,H9c2 protect,MC4R antagonist,Glyco luc inh,CaV13 FRET inh,PDI inh,ABHD5-PLIN5 inh,ABCB6 inh 2,MC4R barr agon
COc1ccc(N(C(=O)CNC(=O)c2cccs2)C(C(=O)NCC2CCCO2)c2ccccc2)c(OC)c1 (centres undefined),-3,8,-2,26,1,-3,-8,4,109,0.7
C/C(=N\NC(=O)c1ccc(NS(=O)(=O)c2cccs2)cc1)c1ccncc1,4,0,6,1,2,-2,9,-6,95,-3.0
CCCc1c(C(=O)N/N=C/c2ccc(OCc3ccccc3)c(OC)c2)nnn1-c1nonc1N,1,-3,18,14,6,-2,-5,-2,97,1.0
Fc1ccc(-n2c(Cc3cccs3)n[nH]c2=S)cc1Cl,3,6,-1,-2,2,-16,-8,-4,96,-1.2
COc1ccc(NC(=S)N(CCC(C)C)C2CCN(C(C)C)CC2)cc1,7,6,-1,16,2,-18,-4,-7,95,-0.6
COC(=O)C1=C(C)N(c2ccc(C)cc2)/C(=C/c2ccc(O)cc2)C1=O,-1,0,14,6,7,-6,-2,15,106,-0.7
CC(=O)Nc1ccc(/C=N/NC(=O)CNC(=O)c2ccccc2)cc1,-2,5,6,4,3,-3,-1,-3,93,-0.7
CC(C)CN(C(=O)CCNC(=O)c1ccccc1Cl)C1CCS(=O)(=O)C1 (centres undefined),7,2,5,-7,2,-2,-6,9,102,1.7
C/C(=N/NS(=O)(=O)c1cccc([N+](=O)[O-])c1)c1ccc2c(c1)OCO2,-1,0,1,-2,1,-4,5,1,100,-1.7
CCc1nc2ccc(C(=O)N3CCN(S(=O)(=O)CC)CC3)cn2c1N(CC)CCN(C)C,0,-1,5,7,1,-5,7,-3,96,2.5
CCCCCCN1C=C/C(=C\C=C(C#N)C#N)c2ccccc21,1,0,-14,-1,-15,-15,2,6,179,11*
CCOC(=O)N1CCC(NC(=O)Cn2c3c(c(-c4ccccc4Cl)cc2=O)CCC3)CC1,1,-4,-5,4,-1,-5,x,2,95,-0.2
O=C(Nc1ccc(Cl)cn1)C1CC1,6,8,-2,1,4,2,1,7,88,0.7
COc1ccc(OC(=O)COc2ccc(Cl)cc2)cc1,1,1,2,14,-1,-11,-3,-3,96,3.6
CCOC(=O)C1=C(CS(=O)(=O)c2ccc(C)cc2)NC(=O)NC1c1cc(OC)c(O)c(OC)c1 (centres undefined),0,0,3,4,6,-1,5,2,94,-1.8
Cc1cc(C)c(C#N)c(SCc2[nH]nc3c2C(c2ccccc2)C(C#N)=C(N)O3)n1 (centres undefined),-2,1,11,22,1,-7,2,-9,98,-0.7
CCN1C(=O)C(CC(=O)Nc2ccc(OC)cc2)N(Cc2ccc(OC)c(OC)c2)C1=S (centres undefined),7,8,3,3,-1,-4,4,-2,85,-2.2
CCCN(C(=O)CCOc1ccc(C(C)(C)C)cc1)c1c(N)n(Cc2ccccc2)c(=O)[nH]c1=O,0,-7,4,5,-3,-4,-17,-8,101,3.7
C=CCOc1ccc(/C=N/NC(=O)c2c(C)nc3ccc(Cl)cn23)cc1,-8,1,-11,-10,3,-5,-16,0,97,-0.1
COc1ccc(-c2cc3nc(C)c(CCC(=O)NC(C)CCc4ccco4)c(C)n3n2)c(OC)c1 (centres undefined),-1,1,23,-2,x,x,4,10,97,-0.3

# By substructure, the entries above containing a cyano group.
SMILES,HTR2A ag,Granule exo inh,H9c2 protect,MC4R antagonist,Glyco luc inh,CaV13 FRET inh,PDI inh,ABHD5-PLIN5 inh,ABCB6 inh 2,MC4R barr agon
CCCCCCN1C=C/C(=C\C=C(C#N)C#N)c2ccccc21,1,0,-14,-1,-15,-15,2,6,179,11*
Cc1cc(C)c(C#N)c(SCc2[nH]nc3c2C(c2ccccc2)C(C#N)=C(N)O3)n1 (centres undefined),-2,1,11,22,1,-7,2,-9,98,-0.7

# Next part:
SMILES,HTR2A ag,Granule exo inh,H9c2 protect,MC4R antagonist,Glyco luc inh,CaV13 FRET inh,PDI inh,ABHD5-PLIN5 inh,ABCB6 inh 2,MC4R barr agon
Cc1ccc(S(=O)(=O)N2CCOCC2)cc1NC(=O)COC(=O)CSc1ccc(Br)cc1C,4,4,-2,-2,1,-5,-1,-3,91,-0.6
CCCCN(C(=O)c1cccc(S(=O)(=O)N2CCN(C)CC2)c1)c1c(N)n(CCC)c(=O)[nH]c1=O,16*,3,1,13,0,-7,-2,2,99,-3.5
COc1ccc(CCNC(=O)CSc2ccccn2)cc1,-1,0,-7,8,-2,-5,5,-4,99,-0.5
CCOC(=O)c1nn(C)c2[nH]c(=O)n(C)c(=O)c12,-3,-4,0,7,2,-8,-8,-5,103,0.7
O=C(CSc1nnc(NC(=O)C2CC2)s1)NCc1cccs1,9,1,2,6,-1,0,3,0,95,-2.4
Cc1ccc(S(=O)(=O)N2CCOCC2)cc1C(=O)OCC(=O)NC1CCCC1,4,0,3,7,2,-6,-4,-6,102,-2.0
CCC(Oc1ccccc1)C(=O)OCC(=O)Nc1sccc1C(N)=O (centres undefined),6,6,-21,1,-1,-5,4,3,101,-1.2
CNC(=O)COC(=O)c1ccc(NC(=O)CC#N)cc1,-2,-3,-16,5,3,-2,8,1,104,-1.2
CCOC(=O)C1CCCN(S(=O)(=O)c2ccc3c(c2)N(C)C(=O)CC(=O)N3C)C1 (centres undefined),3,2,-7,2,0,-7,1,-9,99,-1.1
CC1CCCCN1CCNC(=O)CN1C(=O)CSc2ccc(S(=O)(=O)N3CCCCC3)cc21 (centres undefined),6,10,0,11,-1,-3,-8,-4,100,-2.8
COc1ccc2ccccc2c1C1CC(=O)N2CN(C3CCCCC3)CSC2=C1C#N (centres undefined),-1,10,-16,18,-2,-7,x,-3,134,-1.0
Nc1ccc(-c2cc(NC=O)c3ncc(-c4cccc(C(F)(F)F)c4)n3c2)cn1,2,4,15,-18,29*,-6,3,1,103,11*
OC(c1ccc(-c2ccccc2)cc1)c1ncc(-c2ccccc2)[nH]1 (centres undefined),3,-3,-12,0,2,-11,-15,1,101,3.4
COC(=O)c1ccc(COc2cccn3c(N(C)C(=O)CCC4CCCC4)c(C)nc23)cc1,-1,3,-15,1,-1,-8,-15,8,96,-1.4
Cc1ccc(CN(Cc2ccco2)C(=S)NCC(=O)NC2CC2)cc1,-7,-3,1,11,-2,-7,-2,-10,85,-1.8
CCn1c(SCC(=O)c2c(N)n(C3CC3)c(=O)[nH]c2=O)nc2cc(S(N)(=O)=O)ccc21,5,-3,10,-7,2,-6,-4,3,93,-1.8
COc1cccc(NC(=S)NN=C2CCC(C(C)(C)C)CC2)c1 (centres undefined),-1,-2,-10,3,-4,-19,2,-2,96,4.7
COc1ccccc1NC(=O)CN1CCN(Cc2ccccc2)CC1,3,-1,-2,5,3,-5,-4,2,101,0.6
COC(=O)CN(C(=S)Nc1ccc(Cl)cc1)C1CC(=O)N(c2ccc(OC)cc2)C1=O (centres undefined),0,-4,28,-4,0,-4,4,12,89,4.2
Cc1cc(NC(=O)CCC(=O)N(CCC(C)C)C(C(=O)NC2CCCC2)c2cccnc2)no1 (centres undefined),3,-2,3,13,1,x,11,-2,99,-0.1
CCOC(=O)Cn1nc(CC)c2ccccc2c1=O,-4,-3,2,7,3,x,22,0,81,-1.4
Cc1ccc(C)c(Nc2ccc(C(=O)NCCc3ccccc3)cn2)c1,-2,0,5,-1,1,-3,-4,-5,98,-0.7
O=C(CN1C(=O)C2CC=C(Cl)CC2C1=O)NCc1ccccc1 (centres undefined),-3,4,2,6,-1,x,-3,-6,103,0.8
CSc1nc2c(=S)[nH]c(=S)[nH]c2s1,-3,-2,6,x,0,-4,x,-18,98,x
Cn1cnc(S(=O)(=O)NCc2cccs2)c1,-2,3,6,1,2,x,-3,-2,101,-1.6
Cc1nonc1C1CCCN1Cc1cn[nH]c1-c1ccc2c(c1)OCO2 (centres undefined),8,-2,9,2,0,-7,13,-4,101,-1.6
O=C(COc1ccc2c(c1)oc(=O)c1ccccc12)NCCCN1CCOCC1,-6,2,9,22,5,-14,4,-4,97,-2.3
O=C(COC(=O)/C=C/c1ccccc1[N+](=O)[O-])NCC1CCCO1 (centres undefined),1,0,1,11,1,-12,-1,1,95,-0.6
COc1ccc(NC(=O)COC(=O)C2CCN(S(=O)(=O)c3cccs3)CC2)cc1OC,3,-1,1,8,-1,-6,-1,-3,98,1.8
Cc1ccc(NC(=O)c2cc(C)nc3ccccc23)c(Br)c1,-3,-9,-5,-4,1,-1,0,-2,96,-1.9
COc1ccc(CC(=O)N(C)CC(=O)Nc2ccc(F)cc2)cc1S(=O)(=O)N1CCOCC1,-6,-2,-2,-1,1,-1,-4,-5,99,-1.2
CC(C)Oc1ccc(Cn2c(-c3ccco3)n[nH]c2=S)cc1,-1,-4,7,12,0,x,11,-7,99,2.8
CC(C)CC(=O)NC(=S)Nc1ccc(S(=O)(=O)Nc2nccs2)cc1,-3,0,-2,-2,0,-5,-2,-4,103,-0.4

# Single records, from the list above:
# Shown for `COc1ccc(CC(=O)N(C)CC(=O)Nc2ccc(F)cc2)cc1S(=O)(=O)N1CCOCC1` → HTR2A ag: -6; Granule exo inh: -2; H9c2 protect: -2; MC4R antagonist: -1; Glyco luc inh: 1; CaV13 FRET inh: -1; PDI inh: -4; ABHD5-PLIN5 inh: -5; ABCB6 inh 2: 99; MC4R barr agon: -1.2
# Shown for `Cc1ccc(C)c(Nc2ccc(C(=O)NCCc3ccccc3)cn2)c1` → HTR2A ag: -2; Granule exo inh: 0; H9c2 protect: 5; MC4R antagonist: -1; Glyco luc inh: 1; CaV13 FRET inh: -3; PDI inh: -4; ABHD5-PLIN5 inh: -5; ABCB6 inh 2: 98; MC4R barr agon: -0.7
# Shown for `CSc1nc2c(=S)[nH]c(=S)[nH]c2s1` → HTR2A ag: -3; Granule exo inh: -2; H9c2 protect: 6; MC4R antagonist: x; Glyco luc inh: 0; CaV13 FRET inh: -4; PDI inh: x; ABHD5-PLIN5 inh: -18; ABCB6 inh 2: 98; MC4R barr agon: x

# Assay outcomes as filed in PubChem.
